High-throughput results: PubChem, National Center for Advancing Translational Sciences (NCATS)
KCNH2 3.1 inh: qHTS for Inhibitors of KCHN2 3.1: Mutant qHTS; U2OS KCNH2 3.1, thallium flux FluxOr; hits give low values; activity change, % (tested at about 1.8 µM); hit rate 0.95% among 340,000; AID 720553, 2013;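 active = maximum activity change below -70%; inconclusive = maximum activity change from -70% to -50%; inactive = maximum activity change above -50%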;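 note: thallium influx rate constant from kinetic fluorescence after stimulation buffer; % is set by controls: 0 for no effect and ±100 for the full control effect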
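Virally transduced U2OS (3.1 isoform, 4 h infection in dark at RT) → overnight 37 C → FluxOr + Red40 in HBSS/HEPES, 45 min → stimulation buffer, 2 min kinetic read → rate constant vs DMSO controls.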
USP2a inh: qHTS Assay for Inhibitors of Ubiquitin-specific Protease USP2a Using CHOP2 as the Reporter. Ubiquitin carboxyl-terminal hydrolase 2 (Homo sapiens), O75604. USP2 core, Ub-CHOP2 coupled fluorogenic reporter, 485/531. Potency, µM (doses to about 38.3 µM), without a hit: at the highest dose activity change, negative = inhibition, actives largely listed as inhibitors. hit rate 0.01% among 330,000. AID 463254, 2010;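 note: potency is the fitted concentration of half-maximal effect; plate controls were DMSO wells for no effect and full inhibition by NEM control for full effect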
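USP2 core (10nM final) preincubated 30min RT with compound in 20mM Tris-HCl pH 8.0, 2mM CaCl2, 2mM beta-mercaptoethanol, 0.05% CHAPS; 25nM Ub-CHOP2 plus 25nM reporter substrate added, fluorescence (Ex485/Em531) read after 60min.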
GALK inhibitor: qHTS Assay for Inhibitors of Human Galactokinase (GALK); P51570; Purified GALK, Kinase-Glo residual ATP luminescence; Potency, µM (top dose mostly 57.5 µM), for inactives: at the highest dose activity change, negative = inhibition, usual class: inhibitors; hit rate 0.007% among 270,000; AID 1868, 2009; note: potency is the fitted concentration of half-maximal effect; % is set by controls: 0 for no effect and ±100 for the full control effect
Target sequence (P51570 whole entry, looked up): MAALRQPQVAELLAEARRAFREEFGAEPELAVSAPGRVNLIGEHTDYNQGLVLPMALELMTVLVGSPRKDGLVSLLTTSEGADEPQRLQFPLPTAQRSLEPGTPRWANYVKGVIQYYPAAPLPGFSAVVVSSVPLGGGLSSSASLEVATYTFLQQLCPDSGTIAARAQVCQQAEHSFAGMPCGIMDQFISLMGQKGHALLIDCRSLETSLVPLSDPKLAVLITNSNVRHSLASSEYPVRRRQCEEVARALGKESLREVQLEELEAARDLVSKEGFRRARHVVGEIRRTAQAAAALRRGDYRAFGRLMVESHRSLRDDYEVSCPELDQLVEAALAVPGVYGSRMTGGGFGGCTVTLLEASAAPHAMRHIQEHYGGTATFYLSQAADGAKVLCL
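GALK at 5 nM final was combined with compound, 35 uM ATP and 100 uM galactose in HEPES pH8.0 with MgCl2 and DTT. The reaction ran one hour at room temperature before luminescent ATP detection.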
B2AR arrestin: qHTS assay of beta-arrestin-biased ligands of beta2-adrenergic receptor; Beta-2 adrenergic receptor (Homo sapiens), P07550; beta-arrestin recruitment to beta2AR, cell-based reporter; Potency, µM (top dose mostly 46.1 µM), for inactives: at the highest dose activation, hits mostly activators; hit rate 0.02% among 330,000;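 note: potency is the fitted concentration of half-maximal effect; 0% = DMSO controls and full agonism = EC100 isoproterenol or metaproterenol; nearly all actives have a fitted effect of over 65% in size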
Target sequence (P07550 whole entry, looked up): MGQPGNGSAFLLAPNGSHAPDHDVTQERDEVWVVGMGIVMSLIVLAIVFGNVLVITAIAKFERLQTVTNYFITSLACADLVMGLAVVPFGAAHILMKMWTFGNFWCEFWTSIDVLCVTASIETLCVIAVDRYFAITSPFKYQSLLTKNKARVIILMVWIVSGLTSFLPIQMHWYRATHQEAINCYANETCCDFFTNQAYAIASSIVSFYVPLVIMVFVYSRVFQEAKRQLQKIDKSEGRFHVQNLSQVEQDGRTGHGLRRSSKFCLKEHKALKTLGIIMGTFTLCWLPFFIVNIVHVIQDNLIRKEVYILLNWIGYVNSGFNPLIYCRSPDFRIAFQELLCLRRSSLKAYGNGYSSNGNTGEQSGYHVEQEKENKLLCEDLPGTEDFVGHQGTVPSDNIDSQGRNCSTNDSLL
PKM2 activator: qHTS Assay for Activators of Human Muscle isoform 2 Pyruvate Kinase | Pyruvate kinase PKM (Homo sapiens), P14618 | purified PKM2, Kinase-Glo ATP luminescence, activation; response scale: 0% is enzyme alone, no compound | Potency, µM (highest dose often 57.5 µM), for the others: at the highest dose activation, hits mostly activators | hit rate 0.34% among 260,000; note: potency is the fitted concentration of half-maximal effect; % is set by controls: 0 for no effect and ±100 for the full control effect; nearly all actives have a fitted effect of over 55% in size
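ATP formation by purified human PK-M2, quantified via coupled luciferase luminescence after 1 h at room temperature with 0.1 mM ADP and 0.5 mM PEP final.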
Menin MLL FP TR: qHTS Assay for Inhibitors Targeting the Menin-MLL Interaction in MLL Related Leukemias: Competition With Texas Red Labeled MLL-derived Mutant Peptide. O00255. Menin + Texas Red MLL mutant peptide, fluorescence polarization. Potency, µM (highest dose often 61.6 µM), for the others: at the top dose FP activity change, negative = inhibition, hits mostly inhibitors. hit rate 0.23% among 270,000. AID 1768, 2009; active = well fitted inhibition curve with a large enough effect in the polarisation, with a control signal flat, not every such curve was filed as active; inconclusive = small, poorly fitted or top-dose-only effect, or effect the other way, or a change in a side signal; inactive = no such curve, though single readings can be large or run the other way; the % refers to the polarisation; note: potency is the fitted concentration of half-maximal effect; % of control where 0% means no effect; many of its hits are not listed in these tables
KCNH2 WT inh: qHTS for Inhibitors of KCHN2 3.1: Wildtype qHTS | Voltage-gated inwardly rectifying potassium channel KCNH2 (Homo sapiens), Q12809 | U2OS, BacMam KCNH2, thallium flux FluxOr; hits give low values | activity change, % at 1.84 µM | hit rate 0.37% among 340,000;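 active = maximum activity change below -70%; inconclusive = maximum activity change between -70% and -50%; inactive = maximum activity change above -50%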; note: % is set by controls: 0 for no effect and ±100 for the full control effect
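U2OS cells transduced with wild-type KCNH2 virus are loaded with FluxOr dye for 45 min, and thallium flux is measured in kinetic reads before and after stimulation buffer. Rate constants are normalized to DMSO controls.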
TRPV1 ag: HTS Assay for Compounds that Act as Agonists of the Vanilloid Receptor 1; TRPV1-expressing cells, Fluo-8 calcium influx, agonist mode; activation, % at 8.33 µM; hit rate 0.19% among 320,000; in the data active = activation above about 80%; inconclusive = between about 30% and that limit; note: 0% is about no effect
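TRPV1-expressing cells were cultured overnight at 35.5C and loaded with Fluo-8 calcium dye for 40 to 90 min at room temperature. After a 10 s baseline, compound was added and calcium influx was read kinetically for 3 min (ex 480/em 520 nm).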
Giardia kill: Small Molecules that selectively kill Giardia lamblia: qHTS; Giardia lamblia trophozoite viability; hit rate 0.15% among 340,000; activity change, % at 7.66 µM, hits read low; in the data active = activity change below about -80%; inconclusive = between about -30% and that limit;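 note: parasites exposed to compound for two days anaerobically before the ATP read; % is set by controls: 0 for no effect and ±100 for the full control effect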
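Trophozoite viability was measured as ATP-dependent luminescence, read 15-30 min after reagent addition. Before that, parasites at 100 cells/well were exposed to compounds for 48 h, anaerobically, at 37 deg C.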
FBPA coupling cs: qHTS Assay for Inhibitors of Fructose-1,6-bisphosphate Aldolase from Giardia Lamblia: Coupling assay counterscreen | coupling enzyme system counterscreen, AmpLite Red fluorescence | activity change, negative = inhibition, % at 58.2 µM, hits read low | hit rate 0.67% among 290,000; in the data active = activity change below about -30%; note: % is set by controls: 0 for no effect and ±100 for the full control effect
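Coupling enzymes only (glyceraldehyde-3-phosphate) + compound, at 57.5 uM final, 10 min RT; add substrate/coupling/AmpLite Red mix, 20 min RT; fluorescence ex 525/em 598 nm. Actives flag coupling-system interference.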
MLL CXXC-DNA inh: qHTS Fluorescence Polarization Assay for Inhibitors of MLL CXXC domain - DNA interaction. MLL-CXXC / FITC-HOXA9 DNA fluorescence polarization. Potency, µM (titrated, usually from 115 µM), inactives show at the highest dose activity change, negative = inhibition, actives largely listed as inhibitors. hit rate 0.037% among 290,000. AID 2662, 2010; active = well fitted inhibition curve with a large enough effect in the polarisation, with a control signal flat, not every such curve was filed as active; inconclusive = small, poorly fitted or top-dose-only effect, or effect the other way, or a change in a side signal; inactive = no such curve, though single readings can be large or run the other way; the % refers to the polarisation; note: potency is the fitted concentration of half-maximal effect
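Purified MLL-CXXC (added from a 7 uM solution) was preincubated 5 min at ambient with pinned compounds in 50 mM Tris-HCl pH 7.5, 50 mM NaCl, 1 mM DTT, 0.05% BSA. Fluorescein-labeled HOX-A9 DNA (50 nM solution) followed, 30 min, then polarization read.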
* hit, by the source's call; ? = inconclusive; · = not tested or not shown; & = joins results of further samples; [ ] = another dose, or the depositor's remark. Unless noted, calls come from the whole dose curve; as a rule, active = well fitted curve in the direction sought with a large enough effect; inconclusive = small, poorly fitted or top-dose-only effect, or another doubt; inactive = no such curve, though single readings can be large; an effect the other way counts as inactive or inconclusive. These rows are one share of the data; count on the stated rates, not on these rows.

SMILES	KCNH2 3.1 inh	USP2a inh	GALK inhibitor	B2AR arrestin	PKM2 activator	Menin MLL FP TR	KCNH2 WT inh	TRPV1 ag	Giardia kill	FBPA coupling cs	MLL CXXC-DNA inh
Cc1cccc(N2CCN(C(=O)c3cc4n(n3)C(C(F)(F)F)CC(c3ccco3)N4)CC2)c1C (stereo unspecified)	-13	-12%	-5%	0.0%	3%	0%	2	18	0	-1	3%
CN1[C@@H](CC(=O)c2ccccc2)CCC[C@H]1C[C@H](O)c1ccccc1	1	-1%&0%	-1%&6%	0.9%&-0.1%	5%&-7%	·	13	-4&0	1	4&-6&0	3%&13%&5%&1%
Oc1cccc(C=NCc2ccccc2)c1	-10	8%	0%	-1.1%	-1%	6%	-6	2	-6	2	-2%
CCOC(=O)N1CCN(C(=O)c2cn(CC)c3ccc(S(=O)(=O)N4CCC(C)CC4)cc3c2=O)CC1	-30	-7%	0%	0.0%	4%	1%	4	23	-1	0	?
CC1(c2ccccc2)CC(C)(C)N2C(=O)C(=O)c3cccc1c32 (stereo unspecified)	3	0%	-1%	-0.5%	-5%	-16%	7	7	-14	-1	-8%
Cc1ccc(C)c(N2CCN(C(=O)CCc3nc(-c4ccccc4Br)no3)CC2)c1	6	5%	·	-0.4%	·	·	37	·	28	·	·
CCN(C(=O)CN1CCN(c2ccccc2)CC1)c1c(N)n(Cc2ccccc2)c(=O)[nH]c1=O	13	-1%	1%	-3.6%	-8%	4%	-1	-1	5	2	-5%
CCCN(CCC)S(=O)(=O)c1ccc(C(=O)OCCN2C(=O)c3cccc4c(N5CCOCC5)ccc(c34)C2=O)cc1	-38	7%	·	-3.2%	-2%	2%	-12	12	1	2	?
COc1ccc(CNc2cc(C)ccn2)c(O)c1	20	5%	-1%	-1.0%	·	3%	-4	15	8	3	5%
CC1S/C(=C(\C#N)C(=O)NCc2ccco2)N(Cc2ccco2)C1=O (stereo unspecified)	-9	0%	0%	-0.2%	1%	-2%	11	1	1	0	-1%
CCOC(=O)C1CCN(c2cc(=O)n(C3CCCCC3)c(=O)[nH]2)CC1	-11	2%	0%	-0.9%	2%	0%	2	4	0	-3	8%
O=C(CSc1cn(CC(=O)N2CCCCC2)c2ccccc12)NCC1CCCO1 (stereo unspecified)	13	-1%	10%	-0.3%	-10%	-14%	3	-5	9	0	1%
Cc1nc(C(=O)NCc2ccccc2)sc1C1(C)CC(c2ccccc2)=NO1 (stereo unspecified)	-21	-12%	-2%	-0.6%	4%	·	-1	9	-7	1	-12%
Cc1cc(C)c(NC(=O)CSc2nnc(-c3ccccn3)n2N)c(Cl)c1	13	1%	-3%	-0.6%	-4%	·	-9	2	-1	-2	-15%
CCOc1ccc(NC(=O)CCS(=O)(=O)c2ccc(C)cc2)cc1	-3	1%	·	-0.4%	·	12%	2	1	5	0	6%
COc1ccc2oc(C(=O)NCC3CCCO3)c(C)c2c1 (stereo unspecified)	0	-2%	-7%	-0.2%	-3%	·	-14	?	2	·	-19%
C=CCn1cc(-c2cccc(Cl)c2)cc(C#N)c1=O	12	0%	3%	-0.2%	2%	10%	2	-4	3	9	4%
CN1C(=O)C(c2ccccc2[N+](=O)[O-])C(=O)c2ccccc21 (stereo unspecified)	-11	-1%	3%	0.4%	·	16%	13	-4	0	2	1%
COc1cc2c(cc1OC)C[N+](C)(C)CC2	3	-4%	1%	-0.3%	-9%	2%	5	4	-7	0	7%
O=C(NCc1cccnc1)c1ccc(N2CCOCC2)c([N+](=O)[O-])c1	-2	2%	-2%	-0.1%	12%	0%	21	-2	?	3	-4%
NNC(=O)c1ccc(OCC2CC(c3ccc(Cl)cc3)=NO2)cc1 (stereo unspecified)	-27	5%	2%	-0.8%	-5%	·	1	?	-27	5	13%
CCn1cc(S(=O)(=O)c2ccc(OC)cc2)c(=O)c2cc(F)c(N3CCN(C)CC3)cc21	7	1%	5%	0.3%	0%[0.46 µM]	-9%	13	1	-3	2	8%
O=C(CN1CCN(S(=O)(=O)c2cccc(Cl)c2)CC1)N1CCCCC1	22	4%	·	0.1%	·	·	4	0	7	·	·
CCOc1cc(-c2cc(-c3ccc(NC(C)=O)cc3)nc(N)c2C#N)ccc1O	3	-2%	-3%	-0.6%	-5%	19%	-21	1	21	-1	15%
CC1(C)C(=O)Nc2ccccc2N1C(=O)COC(=O)CNS(=O)(=O)c1ccc(F)c(F)c1F	8	-1%	·	0.3%	·	·	27	-1	-25	·	·
N#Cc1cccc(C#N)c1Oc1ccc(S(=O)(=O)Nc2ccc(Cl)cc2)cc1	-5	-1%	4%	-0.4%	-1%	·	-2	14	-4	-2	-9%
CC(C)(C)c1ccc(C(=O)NNC(=O)C(=O)N2CCCCC2)cc1	0	1%	-2%	-0.7%	-2%	8%	5	11	-7	4	13%
CCc1nonc1NC(=O)c1oc2ccc(Cl)cc2c1C	-9	1%	7%	0.2%	-7%[0.46 µM]	11%	-11	7	-6	0	-15%
O/N=C/c1ccc(OCc2ccccc2)c(Br)c1	-1	-8%	0%	1.0%	7%	24%	-9	5	?	2	3%
O=C(Nc1ccc(S(=O)(=O)N2CCCCC2)cc1)c1ccc(F)cc1	5	-1%	-2%	0.2%	-6%	48%[activator]	13	?	-9	-3	5%
CC(=O)c1ccc(OC(=O)C2CC(=O)N(c3cccc(C)c3)C2)cc1 (stereo unspecified)	7	1%	-1%	-0.2%	-2%	-7%	-2	-4	-7	-1	13%
COc1ccccc1OCc1nc(-c2ccc([N+](=O)[O-])cc2)no1	-13	-6%	-6%	-0.9%	5%	11%	13	4	-1	2	-2%
CCc1cccc2c(C(=O)CN3C(=O)NC(C)(c4cccc5ccccc45)C3=O)c[nH]c12 (stereo unspecified)	-3	-6%	1%	-1.4%	-1%	?	0	-2	3	-3	5%
Cn1c(CN2CCCC2)c(C#N)c2ccccc21	-20	0%	-1%	4.3%	0%	-6%	·	7	5	1	-18%
Cc1cc2c(c(=O)n1Cc1cccnc1)C(c1ccccc1)C(C#N)=C(N)O2 (stereo unspecified)	11	0%	1%	-0.5%	15%	1%	-6	2	7	1	1%
CCOC(=O)c1ccc(NC(=O)N2CCN(c3ccccc3OC)CC2)cc1	6	1%	-1%	0.0%	7%	17%	·	?	27	-6	11%
O=C(N/N=C/c1cccnc1)c1ccccc1OCc1ccc(Cl)cc1	·	-7%	-1%	0.1%	-2%	9%	·	?	·	-10	13%
CCN(CC(=O)Nc1ccccc1OC)C(=O)c1cccc(-n2cccc2)c1	-11	3%	-4%	0.2%	·	·	2	3	17	·	-1%
CC(C)Nc1nc(NC(C)C)nc(N(C#N)C(C)C(=O)N(C)C)n1 (stereo unspecified)	·	1%	1%	0.2%	0%	-20%	·	0	·	-3	-4%
COc1ccccc1NS(=O)(=O)c1cc(NC(=O)c2cccnc2)ccc1N1CCCCC1	-10	-2%	·	-0.4%	·	·	1	·	-7	·	·
COc1ccc(C2C(C(=O)N3CCN(c4ccccc4)CC3)c3ccccc3C(=O)N2C)cc1OC (stereo unspecified)	1	-3%	0%	0.1%	12%	?	3	5	9	-8	-3%
COc1ccccc1/C=C/C(=O)OCC(=O)Nc1cc(C(F)(F)F)ccc1N1CCOCC1	-9	4%	-2%	-0.3%	10%	-9%	1	1	-3	1	19%
COc1ccccc1CCC(=O)OCC(=O)c1c(N)n(CC(C)C)c(=O)n(C)c1=O	-6	0%	·	0.0%	·	·	4	-2	10	·	·
COc1ccc(/C=N/N2CCN(c3ccccc3OC)CC2)cc1OC	-5	0%	0%	-0.2%	-1%	-3%	-30	-2	-4	2	6%
Cn1ccnc1SCC(=O)N1CCN(S(=O)(=O)c2ccccc2)CC1	-15	1%	-2%	0.1%	20%	6%	-17	2	-6	3	11%
